# Screening results: PubChem BioAssay, several laboratories
# APP transl inh: APP translation inhibition; SH-SY5Y APP 5'UTR-luciferase reporter, luminescence; inhibition, % at 2 µM; 190,000 compounds, 0.82% hits; AID 1285;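 active means inhibition above a set limit, derived from the sample mean plus 3 SD, cut at about 45% in these data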; further: values of inactives mirror those of a sister screen read the other way
# Hsp70 activator: switches on Hsp70 transcription; 200,000 compounds, 0.04% hits; activation, % at 10 µM; HeLa Hsp70 promoter luciferase reporter, luminescence; scaled: vehicle 0, proteasome-inhibitor control 100%;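 active means activation above the mean across all tested compounds plus 3 SD, cutoff set per campaign, cut at about 5.5% in these data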;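 further: 100% = MG132 at 30 µM as the positive control and 0% = DMSO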
# APP 5'UTR act: APP 5'UTR luciferase reporter activation; 190,000 compounds, 1% hits; SH-SY5Y APP 5'UTR luciferase reporter, luminescence; zero percent = DMSO vehicle wells; AID 1276; activation, % at 2 µM;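 active means activation above a set limit, based on mean plus 3 SD of controls, cut at about 140% in these data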; further: values of inactives mirror those of a sister screen read the other way
# RAM network inh: yeast RAM network inhibition. 190,000 compounds, 1.8% hits. inhibition, % at 50 µM. AID 868. S. cerevisiae dse1pr::URA3 reporter, 5-FOA growth OD615, 2 d; analog-sensitive cbk1-as2 kinase mutant strain;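 active means inhibition above a set limit, 3 SD over mean compound inhibition, cut at about 8.4% in these data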;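 further: 0% = DMSO-only wells with no growth and 100% = 10 µM 1-NA-PP1 full growth; inhibition rescues growth on 5-FOA so higher OD means more RAM inhibition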
# NF-kB neuron act: compounds increasing NF-kB expression in human neuronal cells | NF-kB reporter expression; stronger effect = higher value | fold change at 12.5 µM | 190,000 compounds, 1.6% hits | AID 1239; in the data active means fold change above about 3.3
# FLuc inhib CS: counter-screen for luciferase assay inhibitors: firefly luciferase inhibition; P08659; ATPLite firefly luciferase biochemical luminescence, 10 min; inhibition, % at 10 µM; 200,000 compounds, 1.5% hits;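 active means inhibition above about 50% when tested at 10 µM, limit read from the data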
# Target sequence (P08659 whole entry, looked up): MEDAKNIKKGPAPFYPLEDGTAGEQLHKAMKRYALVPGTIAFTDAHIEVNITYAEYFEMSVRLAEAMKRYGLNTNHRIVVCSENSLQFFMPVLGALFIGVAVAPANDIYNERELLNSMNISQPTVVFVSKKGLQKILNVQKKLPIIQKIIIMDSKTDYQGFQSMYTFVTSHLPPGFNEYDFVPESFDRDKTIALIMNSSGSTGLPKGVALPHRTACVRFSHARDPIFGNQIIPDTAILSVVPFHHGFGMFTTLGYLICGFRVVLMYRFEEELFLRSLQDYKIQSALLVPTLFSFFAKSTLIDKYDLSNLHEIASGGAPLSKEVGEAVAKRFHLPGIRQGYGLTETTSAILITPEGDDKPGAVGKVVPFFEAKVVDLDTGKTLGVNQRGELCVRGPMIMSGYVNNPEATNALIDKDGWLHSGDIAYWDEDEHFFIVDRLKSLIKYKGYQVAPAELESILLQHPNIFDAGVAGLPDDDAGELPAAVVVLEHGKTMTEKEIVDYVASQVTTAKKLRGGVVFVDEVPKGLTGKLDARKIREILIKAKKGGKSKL
# * hit, by the source's call; / = not tested or not shown. Not all compounds are listed (hit frequency here may not be typical).
# Sample of the layout:
# Screens in order – APP transl inh	Hsp70 activator	APP 5'UTR act	RAM network inh	NF-kB neuron act	FLuc inhib CS
Cc1nn(-c2ccccc2)c2sc(C(=O)OCN3C(=O)c4ccccc4C3=O)cc12
  /	/	/	/	/	-1
CC1Cc2ccccc2N1C(=O)CSc1nnc(-c2ccc(S(=O)(=O)N3CCCCC3)cc2)o1 (stereo not drawn)
  /	/	/	/	/	-8
CCN(Cc1cc2cccc(C)c2[nH]c1=O)C(=O)c1ccccc1OC
  /	/	/	/	/	-4
CN(C)CCN(C)Cc1ccc2c(c1)Cc1ccccc1-2
  /	/	/	/	/	-2
Cc1ccc2c(C)nc(NC3=NCN(CCc4ccccc4)CN3)nc2c1
  /	/	/	/	/	-9
CCN1CCN(c2ncnc3c2oc2nc(C(C)C)c4c(c23)CCC4)CC1
  /	/	/	/	/	-6
O=c1c2ccccc2nc(SCc2nnc(-c3ccccc3)o2)n1-c1ccccc1
  /	/	/	/	/	-8
CN(C)CCCN1C(=O)C(=O)/C(=C(/O)c2ccncc2)C1c1ccccc1 (stereo not drawn)
  /	/	/	/	/	-4
COc1ccc(C2C(C(C)=O)=C(O)C(=O)N2CCN(C)C)cc1OC (stereo not drawn)
  /	/	/	/	/	-12
CCOc1ccc2nc(NC3=NCN(Cc4ccco4)CN3)nc(C)c2c1
  /	/	/	/	/	-2
Cc1ccc2c(nc3s/c(=C/c4cccs4)c(=O)n32)c1C
  /	/	/	/	/	27
CSC1=C(C#N)C(c2ccccc2Cl)C2=C(CCCC2=O)N1 (stereo not drawn)
  /	/	/	/	/	-12
CCn1c(SCC(=O)N2CCc3ccccc32)nc2c(c1=O)SC(C)C2 (stereo not drawn)
  /	/	/	/	/	-7
Cc1sc2nc(-c3cccs3)nc(N3CCCN(C)CC3)c2c1C
  /	/	/	/	/	0
O=C(NCCO[N+](=O)[O-])c1cccnc1
  /	0.0	/	/	/	-1

# All compounds of this part (from the top)
# Screens in order – APP transl inh	Hsp70 activator	APP 5'UTR act	RAM network inh	NF-kB neuron act	FLuc inhib CS
Cc1nn(-c2ccccc2)c2sc(C(=O)OCN3C(=O)c4ccccc4C3=O)cc12
  /	/	/	/	/	-1
CC1Cc2ccccc2N1C(=O)CSc1nnc(-c2ccc(S(=O)(=O)N3CCCCC3)cc2)o1 (stereo not drawn)
  /	/	/	/	/	-8
CCN(Cc1cc2cccc(C)c2[nH]c1=O)C(=O)c1ccccc1OC
  /	/	/	/	/	-4
CN(C)CCN(C)Cc1ccc2c(c1)Cc1ccccc1-2
  /	/	/	/	/	-2
Cc1ccc2c(C)nc(NC3=NCN(CCc4ccccc4)CN3)nc2c1
  /	/	/	/	/	-9
CCN1CCN(c2ncnc3c2oc2nc(C(C)C)c4c(c23)CCC4)CC1
  /	/	/	/	/	-6
O=c1c2ccccc2nc(SCc2nnc(-c3ccccc3)o2)n1-c1ccccc1
  /	/	/	/	/	-8
CN(C)CCCN1C(=O)C(=O)/C(=C(/O)c2ccncc2)C1c1ccccc1 (stereo not drawn)
  /	/	/	/	/	-4
COc1ccc(C2C(C(C)=O)=C(O)C(=O)N2CCN(C)C)cc1OC (stereo not drawn)
  /	/	/	/	/	-12
CCOc1ccc2nc(NC3=NCN(Cc4ccco4)CN3)nc(C)c2c1
  /	/	/	/	/	-2
Cc1ccc2c(nc3s/c(=C/c4cccs4)c(=O)n32)c1C
  /	/	/	/	/	27
CSC1=C(C#N)C(c2ccccc2Cl)C2=C(CCCC2=O)N1 (stereo not drawn)
  /	/	/	/	/	-12
CCn1c(SCC(=O)N2CCc3ccccc32)nc2c(c1=O)SC(C)C2 (stereo not drawn)
  /	/	/	/	/	-7
Cc1sc2nc(-c3cccs3)nc(N3CCCN(C)CC3)c2c1C
  /	/	/	/	/	0
O=C(NCCO[N+](=O)[O-])c1cccnc1
  /	0.0	/	/	/	-1
Fc1ccc([C@@H]2CCNC[C@H]2COc2ccc3c(c2)OCO3)cc1
  /	-0.1	/	/	/	0
Nc1c2c(nc3c1CCC3)CCCC2
  /	0.1	/	/	/	1
COC(=O)Nc1nc2ccc(C(=O)c3ccc(F)cc3)cc2[nH]1
  /	0.5	/	/	/	-4
CC(=O)OCC(CCn1cnc2cnc(N)nc21)COC(C)=O
  /	0.5	/	/	/	-2
Nc1ccn([C@@H]2CS[C@H](CO)O2)c(=O)n1
  /	-0.1	/	/	/	-6
O=C1[C@H](CC[C@H](O)c2ccc(F)cc2)[C@@H](c2ccc(O)cc2)N1c1ccc(F)cc1
  /	-0.3	/	/	/	0
Cc1onc(-c2ccccc2)c1-c1ccc(S(N)(=O)=O)cc1
  /	-0.1	/	/	/	-6
O=C1Cc2cc(CCN3CCN(c4nsc5ccccc45)CC3)c(Cl)cc2N1
  /	-0.1	/	/	/	-1
Cn1nnc2c(C(N)=O)ncn2c1=O
  /	-0.1	/	/	/	-2
C[C@H]1O[C@H](O[C@H]2[C@H](O)[C@@H](O)[C@@H](O[C@H]3[C@H](O)[C@@H](O)C(O)O[C@@H]3CO)O[C@@H]2CO)[C@H](O)[C@@H](O)[C@@H]1N[C@H]1C=C(CO)[C@@H](O)[C@H](O)[C@H]1O (stereo partly drawn)
  /	-0.2	/	/	/	2
COc1cc(C(=O)NS(=O)(=O)c2ccccc2C)ccc1Cc1cn(C)c2ccc(NC(=O)OC3CCCC3)cc12
  /	0.0	/	/	/	2
O=C(c1ccc(F)cc1)C1CCN(CCn2c(=S)[nH]c3ccccc3c2=O)CC1
  /	0.1	/	/	/	0
CCCCC1=NC2(CCCC2)C(=O)N1Cc1ccc(-c2ccccc2-c2nn[nH]n2)cc1
  /	-0.1	/	/	/	-2
COc1ccc(CCN=C(N)C(C)c2ccccc2)cc1OC (stereo not drawn)
  -6	/	6	/	/	/
O=C(O)C1Cc2ccccc2CN1S(=O)(=O)c1ccccc1 (stereo not drawn)
  6	/	-6	/	/	/
COc1cc2c(cc1OC)C(C)=NC1(CCCCC1)C2
  -5	/	5	/	/	/
CC(C)Oc1ccc(C(CC(=O)O)c2ccc(F)cc2)cc1 (stereo not drawn)
  6	/	-6	/	/	/
c1ccc2c3c(c(CN4CCCCC4)cc2c1)COC3
  -23	/	23	/	/	/
Nc1ccc(N)c(C(=O)O)c1
  -1	/	1	/	/	/
Nc1ccc2nc(Cc3ccccc3)[nH]c2c1
  -24	/	24	/	/	/
NC(=O)C1CCCNC1 (stereo not drawn)
  7	/	-7	/	/	/
C=CCC1(Cl)C(=O)C(Cl)=C(N2CCOCC2)C1(OC)OC (stereo not drawn)
  -13	/	13	/	/	/
Cn1nc(-c2ccccn2)nc2c(=O)n(C)c(=O)nc1-2
  59*	/	-59	/	/	/
CCOc1ccc(CC2c3cc(OCC)c(OCC)cc3CCN2C(=O)CN2CCN(C)CC2)cc1OCC (stereo not drawn)
  -15	/	15	/	/	/
CCn1c(N2CCN(CC(=O)c3c(C)n(C)c4ccc(OC)cc34)CC2)nc2c1c(=O)[nH]c(=O)n2C
  12	/	-12	/	/	/
CCNCCC(CCC(C)C)c1ccc2c(c1)OCO2 (stereo not drawn)
  -9	/	9	/	/	/
Cc1ccc(Cl)c(OCCCN(C)Cc2ccccc2)c1
  -11	/	11	/	/	/
CC(=O)Nc1cc(O)cc(O)c1
  2	/	-2	/	/	/
Cc1cc(N2CCN(C(=O)c3ccco3)CC2)nc(-c2ccccc2)n1
  /	/	/	-0.6	2.7	-3
CCC(C)(C)n1nnnc1CN(Cc1cccs1)Cc1cc2cc(OC)ccc2[nH]c1=O
  /	/	/	0.5	0.46	-9
COCCCn1c(=S)[nH]c2ccc(N3CCOCC3)cc2c1=O
  /	/	/	3.3	1.1	-3
COc1cccc(C(=O)NCC2CCCO2)c1 (stereo not drawn)
  /	/	/	0.6	1.1	2
CCN(CC)C(=O)CSc1nnc([C@@H](N)Cc2ccccc2)o1
  /	/	/	2.6	1.1	-2
CCc1nnc(SCC(=O)Nc2ccc(C(C)=O)cc2)nc1CC
  /	/	/	3.3	1.1	-5
CCOc1cc2c(C#N)c(N3CCOCC3)nc(N)c2c(N)n1
  /	/	/	0.5	1.1	-6
CCOC(=O)CN(C(=O)CNC(=O)c1ccco1)C(C(=O)NC1CCCCC1)c1cccc(OC)c1 (stereo not drawn)
  /	/	/	1.0	1.2	-8
O=C1Nc2ccccc2C12OCCS2 (stereo not drawn)
  /	/	/	0.3	1	-6
CCOC(=O)CC(=O)CSc1nc2c(cc1C#N)CCCCCC2
  /	/	/	2.7	1.7	-3
Cc1cccc(OCc2nnc(SCc3cc(=O)n4cc(Br)ccc4n3)o2)c1
  /	/	/	4.0	0.94	-3
N#CC1=C(SCC(=O)c2ccc(Cl)cc2)NC2=C(C(=O)CCC2)C1c1ccco1 (stereo not drawn)
  /	/	/	5.3	1.1	0
CN(C)S(=O)(=O)Nc1ccc2c(c1)OCO2
  /	/	/	1.4	0.9	-2
Nc1c2c(nc3ccccc13)N(c1ccccc1)CC2
  /	/	/	-0.3	1.1	2
COc1ccccc1N1CCN(C(=O)C2CCN(S(=O)(=O)c3ccc(F)cc3)CC2)CC1
  /	/	/	-0.2	1.1	-5
CCn1c(=N)n(CC(=O)c2cccc(OC)c2)c2ccccc21
  /	/	/	0.7	1.4	-3
COc1cccc(CNC(=O)c2nnn(CC(=O)Nc3ccc(C)c(C)c3)c2N)c1
  /	/	/	1.3	1	-6

# Rewritten as tab-separated lines: part of the list above.
canonical_smiles	APP transl inh	Hsp70 activator	APP 5'UTR act	RAM network inh	NF-kB neuron act	FLuc inhib CS
Cc1ccc(Cl)c(OCCCN(C)Cc2ccccc2)c1	-11	/	11	/	/	/
CC(=O)Nc1cc(O)cc(O)c1	2	/	-2	/	/	/
